Screening results: PubChem, several laboratories
Granule exo inh = lytic granule exocytosis inhibition; TALL-104 LAMP-1 surface exposure, flow cytometry; cells stimulated with thapsigargin and PMA; inhibition, % at 10 µM; 360,000 compounds, 0.66% hits;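 active = inhibition above about 55%, limit read from the data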
HTR2A ag = agonists of mouse serotonin 5-HT2A receptor (HTR2A). P35363. CHO-K1 mHTR2A beta-arrestin complementation, luminescence; percent of 30 µM serotonin response. activation, % at 7.6 µM. 360,000 compounds, 0.66% hits. AID 624169;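 active = activation above a run cutoff, the mean activation of all tested compounds plus 3 SD, cut at about 14% in these data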;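 also: 0% = plate median of compound wells and 100% = 30 µM serotonin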
Target sequence (P35363 whole entry, looked up): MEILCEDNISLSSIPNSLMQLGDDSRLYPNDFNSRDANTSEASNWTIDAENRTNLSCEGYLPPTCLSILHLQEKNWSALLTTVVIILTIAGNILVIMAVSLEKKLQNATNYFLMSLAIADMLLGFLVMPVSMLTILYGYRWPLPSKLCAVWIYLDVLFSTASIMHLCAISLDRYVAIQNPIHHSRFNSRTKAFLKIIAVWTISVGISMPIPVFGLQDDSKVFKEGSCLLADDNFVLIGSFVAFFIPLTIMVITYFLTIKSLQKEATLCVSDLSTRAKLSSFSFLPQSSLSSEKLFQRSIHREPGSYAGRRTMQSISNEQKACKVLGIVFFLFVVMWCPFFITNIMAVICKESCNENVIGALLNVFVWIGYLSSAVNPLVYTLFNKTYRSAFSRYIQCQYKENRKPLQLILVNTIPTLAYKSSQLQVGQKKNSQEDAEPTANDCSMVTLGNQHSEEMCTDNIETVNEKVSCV
Cardio protect = modulators protecting cardiomyocytes from myocardial damage; AID 588492; 360,000 compounds, 0.63% hits; protection from H2O2 cell death, % at 20 µM; H9c2 cardiomyocytes, H2O2 injury protection, ATPLite, 2 h;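 active = compounds giving at least 50% protection of heart cells from peroxide-induced death in the single-dose screen, raw or plate-pattern-corrected value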;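 also: 0% = DMSO wells with peroxide and 100% = DMSO wells without peroxide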
N-glyco inh = blocks N-linked glycosylation in D54 reporter cells | D54 ERlucT glycosylation luciferase reporter, 24 h; percent of 100 nM tunicamycin response | reporter increase, % at 12.5 µM | 360,000 compounds, 0.23% hits | AID 588692;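 active = mean luciferase reporter signal, scaled so untreated is 0 and the glycosylation-blocking control 100, at or above a set limit in every replicate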;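 also: luciferase carries N-glycosylation sites so blocking glycosylation raises the light; 0% = median of neutral control wells and 100% = median of 100 nM tunicamycin wells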
hiPSC survival = enhancers of human iPSC single-cell survival. hiPSC single-cell survival, ATPlite luminescence; 100% = ROCK inhibitor wells, 0% = DMSO. survival enhancement, % at 20 µM. 360,000 compounds, 0.044% hits; in the data active = survival enhancement above about 18%;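 also: cells exposed to compounds for 16 hours before the ATP read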
MC4R antagonist = blocks human MC4R cAMP signaling. MC4R-expressing cells, MTII-stimulated cAMP, LANCE TR-FRET. P32245. 360,000 compounds, 0.48% hits. inhibition, % at 6.5 µM;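 active = inhibition above its plate's cutoff, the mean of tested wells on that plate plus 3 SD, cut at about 29% in these data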;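 also: 0% = Melanotan II alone and 100% = Melanotan II plus saturating MCL0020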
Target sequence (P32245 whole entry, looked up): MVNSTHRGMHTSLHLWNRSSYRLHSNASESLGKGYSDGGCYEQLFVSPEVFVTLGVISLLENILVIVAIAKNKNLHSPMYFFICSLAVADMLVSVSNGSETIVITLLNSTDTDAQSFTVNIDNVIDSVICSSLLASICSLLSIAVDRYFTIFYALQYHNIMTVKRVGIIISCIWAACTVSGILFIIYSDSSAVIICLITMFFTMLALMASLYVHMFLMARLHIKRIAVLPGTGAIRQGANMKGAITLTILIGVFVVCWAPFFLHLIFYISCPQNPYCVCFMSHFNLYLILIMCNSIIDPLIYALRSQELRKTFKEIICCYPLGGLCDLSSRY
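System: U2OS cells stably expressing human melanocortin 4 receptor (MC4R). Reagent: Melanotan II challenge after compound preincubation. Doses: 6.5 µM. Times: 30-min compound, 1-h challenge, 1-h detection, room temperature. Measured by: TR-FRET with Eu-cAMP and labeled anti-cAMP, 671 nm. Replicates: singlicate.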
aDG glyco act = alpha-DG glycosylation activation | Pro5-aDG cells, alpha-DG glycosylation AlphaScreen (IIH6); 0% Pro5, 100% B10-LARGE cell signal | activation, % at 10 µM | 360,000 compounds, 0.22% hits;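 active = activation of at least 8% versus controls, or a plate z-score of at least 8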;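 also: Pro5 are CHO cells carrying HIG-tagged alpha-DG that lacks glycosylation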
ABCB6 inh MLPCN = human ABCB6 transporter inhibition; Q9NP58; K562-ABCB6 porphyrin accumulation, flow cytometry, 1 h; active compounds read low; fluorescence ratio to DMSO, % at 10 µM; 360,000 compounds, 0.19% hits; AID 602162;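 active = fluorescence ratio to DMSO below 75%, the collection mean minus 3 SD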;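 also: signal is porphyrin accumulated inside mitochondria; 100% equals median channel fluorescence of DMSO control wells; lower ratio means ABCB6 inhibition with less porphyrin fluorescence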
MC4R ag barr = activates human MC4R beta-arrestin recruitment. P32245. U2OS MC4R beta-arrestin complementation, luminescence; percent of melanotan II response, DMSO zero. activation, % at 8.9 µM. 360,000 compounds, 0.98% hits. AID 540308;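 active = activation above a per-plate cutoff, the mean activation of sample wells on that plate plus 3 SD, cut at about 8% in these data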
ABHD5 PLIN5 PPI = inhibitors of human ABHD5-perilipin-5 interaction | Q00G26+Q8WTS1 | Split G. princeps luciferase complementation, luminescence, 4 h | inhibition, % at 4 µM | 360,000 compounds, 0.78% hits | AID 602281;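 active = inhibition above the mean inhibition across every tested compound plus 3 SD, cut at about 22% in these data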;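 also: 0% = DMSO only wells and the 100% control is not disclosed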
An asterisk follows results filed as active; · = not tested or not shown.

entry	structure	Granule exo inh	HTR2A ag	Cardio protect	N-glyco inh	hiPSC survival
1	Cc1ccc(C)c(Cn2nnc3c(=O)[nH]c(C(=O)NCC4CCCO4)nc32)c1 (stereo not drawn)	0	4	-7	0	-1.3
2	CC(C)c1cccc(-c2ccc3c(c2)S(=O)(=O)c2cccc(C(=O)O)c2C3=O)c1	-6	3	4	3	0.5
3	C[C@@]12CCC=C[C@H]1[C@H](c1ccc(/C=C/c3ccccc3)cc1F)N(Cc1ccccc1)C2=O	10	-3	-13	-6	-2.6
4	COc1ccccc1N1CC(C(=O)NC2CCCCCC2)CC1=O (stereo not drawn)	-1	0	-1	-1	-1.1
5	C=CCNC(=O)N[C@@H](Cc1ccccc1)C(=O)OC	4	6	4	0	-0.3
6	COc1ccc(-c2ccc(SCC(=O)Nc3cc(C)on3)nn2)cc1OC	-1	6	3	3	3.7
7	NC(=NCc1ccccc1)C(N=Nc1ccccc1)C(=O)NCc1ccccc1 (stereo not drawn)	34	-8	-1	-4	-3.0
8	COc1ccc(C2c3c(oc4ccccc4c3=O)C(=O)N2c2ccc(C)cn2)cc1OC (stereo not drawn)	-2	4	12	-2	-0.3
9	CCOc1ccccc1Oc1nc(-c2ccccc2O)nc2ccccc12	8	-1	-6	-3	-0.2
10	CC1(C)OC(=O)C2=C(C[C@@H](CCC(F)(F)F)O[C@H]2c2ccc(F)cc2)O1	-1	2	2	4	-0.2
11	Cc1ccc(S(=O)(=O)NCC(=O)N(CC2CCCO2)C(C(=O)NCC2CCCO2)C(C)C)cc1 (stereo not drawn)	-9	-2	-2	1	-0.3
12	Cc1cc(C)c(C#N)c(SCc2ccc3c(c2)OCO3)n1	-2	2	-16	-4	-2.0
13	N#Cc1ccccc1NC(=O)Nc1ccc(Cl)cc1	1	-2	-4	-1	4.3
14	CCCCCNC(=O)C1CC=CCC1C(=O)O (stereo not drawn)	-1	-2	8	-1	0.7
15	CC(=O)c1ccc(OCc2cc(C(=O)N(C)Cc3ccccn3)no2)cc1	0	-5	-2	1	0.1

entry	MC4R antagonist	aDG glyco act	ABCB6 inh MLPCN	MC4R ag barr	ABHD5 PLIN5 PPI
1	9	-0.1	99	-1.5	2
2	6	0.1	95	-2.8	1
3	5	-0.2	90	-1.2	-15
4	3	-0.1	99	-0.7	2
5	3	-0.2	98	0.3	10
6	10	0.1	100	-0.8	1
7	7	-0.1	100	2.6	-4
8	-3	-0.2	100	-0.6	-10
9	21	-0.2	92	0.0	6
10	·	-0.1	97	·	-5
11	4	0.0	91	-0.2	-8
12	-9	0.7	89	0.8	-2
13	-3	0.2	97	-0.5	4
14	5	0.2	94	-0.5	3
15	10	0.1	97	-3.5	1

New compounds follow:
entry	structure	Granule exo inh	HTR2A ag	Cardio protect	N-glyco inh	hiPSC survival
16	COc1ccc(S(=O)(=O)N2CCCCCC2)cc1C(=O)N(C)Cc1c(F)cccc1Cl	3	-4	-3	-1	-0.4
17	CN1CCN(S(=O)(=O)c2cccc(C(=O)O)c2)CC1	-1	-2	4	2	0.2
18	Cc1cccnc1NC(=O)CNC(=O)c1ccccc1	2	2	1	2	-0.3
19	Nc1nc2c(ncn2[C@@H]2O[C@H](CNCc3ccc4ncccc4c3)[C@@H](O)[C@H]2O)c(=O)[nH]1	-1	-3	2	4	-1.8
20	CC(COc1ccccc1)N1CCC(CO)(CCc2ccccc2)CC1 (stereo not drawn)	0	-8	13	0	3.3
21	Cc1ccc(O)c(-c2[nH]ncc2C(=O)c2ccc(Br)cc2)c1	-14	-7	-7	-1	-0.2
22	Cc1nc2sc(C(c3cccc(F)c3)N3CCN(C(=O)c4ccco4)CC3)c(O)n2n1 (stereo not drawn)	-3	1	-3	-1	-0.1
23	CCn1c(CNC(=O)C(C)(C)C)nc2ccccc21	0	1	12	3	-1.2
24	CCO[C@H]1OC(C(=O)NC2CC2)=C[C@@H](c2ccc(Br)cc2)[C@@H]1CCCO	0	6	1	2	2.2
25	CCn1cc(C(C)NC(=O)Nc2ccccc2C(=O)OC)c(C)n1 (stereo not drawn)	1	5	-2	-1	-1.1
26	CC(C)(C)[C@@H]1COC(=O)[C@@H](Cc2ccc(F)cc2)C/C=C\C[C@H](CC(=O)N(CCO)Cc2ccccc2)C(=O)N1	57*	-1	1	5	1.6
27	CC(C)Cc1nc2sc3c(c2c(=O)n1N)CC(C)(C)OC3	-7	6	1	1	-0.5
28	O=C(Nc1ccc(S(=O)(=O)N2CCCC2)cc1)c1cccnc1Cl	-3	-7	0	-1	-0.3
29	Cc1ccsc1-c1nc(CSCC(=O)NCCN2CCCC2)c(C)o1	-2	-6	0	-2	5.4
30	Cc1nc(SCC(=O)NNC(=O)c2ccc(F)cc2)c2ccccc2n1	4	-3	2	2	-0.4

entry	MC4R antagonist	aDG glyco act	ABCB6 inh MLPCN	MC4R ag barr	ABHD5 PLIN5 PPI
16	-3	0.1	91	-2.9	-7
17	8	0.0	95	0.0	-6
18	2	-0.2	96	-0.7	6
19	·	-0.2	102	·	7
20	18	1.5	102	2.8	12
21	4	0.0	99	3.6	1
22	3	-0.1	90	0.0	3
23	11	0.6	105	0.3	4
24	-1	0.5	99	-0.2	10
25	24	0.2	92	2.3	-12
26	1	0.0	94	0.6	4
27	-3	0.8	99	-0.1	-7
28	1	-0.1	101	1.4	8
29	1	0.0	94	-0.1	4
30	-5	1.8	96	-1.2	15

Next section
entry	structure	Granule exo inh	HTR2A ag	Cardio protect	N-glyco inh	hiPSC survival
31	COc1ccccc1C(=O)Nc1ccc(OCC(=O)N2CC(C)CC(C)C2)cc1 (stereo not drawn)	9	6	-7	-3	-0.4
32	Cc1cc(C(=O)NNC(=O)c2cccc(S(=O)(=O)N3CCOCC3)c2)c2ccccc2n1	-3	-2	4	0	-0.4
33	CN(C)c1ccc(-c2cc(NC=O)c3ncc(-c4ccc(F)c(Cl)c4)n3c2)cc1	2	-3	0	-2	-1.9
34	Cc1ccc(C)c(S(=O)(=O)N2CCN(C(=O)/C=C/c3ccco3)CC2)c1	-15	-2	4	0	-1.3
35	NC(=O)C1CCCN(C(=O)c2ccc3oc(Cc4ccc(Cl)cc4)nc3c2)C1 (stereo not drawn)	-11	-2	2	2	-0.3
36	CCc1c(C(=O)N/N=C/c2sccc2C)nnn1-c1nonc1N	4	8	-3	-1	1.4
37	c1ccc2c(CCc3ccncc3)cccc2c1	-9	-2	-3	-3	-1.8
38	CC(C)(C)OC(=O)N1CCc2onc(-c3ccc(N)cc3)c2C1=O	-1	1	24	1	0.6
39	COc1ccc(CNC(=O)c2ccc(CS(=O)(=O)Cc3ccccc3F)o2)cc1	0	-3	-3	0	0.8
40	CC1CCCC(C)N1C(=O)c1cc2ncc(CCCl)cn2n1 (stereo not drawn)	-4	7	4	1	2.2
41	O=C(O)CCC(=O)Nc1ccccc1C(=O)NCc1ccco1	-1	-1	-3	0	0.2
42	CC(NC(=O)COC(=O)c1ccc2c(c1)OCO2)c1ccccc1 (stereo not drawn)	-3	2	-1	0	-0.6
43	CC12CCC(c3c(CO)nn(-c4ccccc4)c31)C2(C)C (stereo not drawn)	15	0	-4	-2	1.3
44	CC(=O)N1c2ccc(S(=O)(=O)N3CCCC(C(=O)NCc4ccccc4)C3)cc2CC1C (stereo not drawn)	-1	5	-17	-3	0.3
45	COc1ccc(CN2C(=O)C(CC(=O)NCc3cccc4ccccc34)CC(C(=O)N3CCOCC3)=C2C)cc1 (stereo not drawn)	3	1	13	3	0.4

entry	MC4R antagonist	aDG glyco act	ABCB6 inh MLPCN	MC4R ag barr	ABHD5 PLIN5 PPI
31	2	0.0	99	-0.3	7
32	3	-0.4	98	-1.2	3
33	-1	-0.1	115	2.6	-6
34	16	-0.2	98	0.0	43*
35	1	-0.4	98	-0.6	5
36	19	0.0	105	1.5	-18
37	-3	0.1	102	0.3	3
38	-6	-0.1	93	-0.2	-3
39	15	-0.1	97	0.2	-1
40	-2	0.0	96	-2.2	1
41	10	-0.5	94	-1.3	6
42	7	-0.1	97	-0.8	-1
43	0	-0.1	94	-0.6	3
44	4	-0.2	99	-1.5	0
45	8	0.2	104	3.9	-7

4 records picked at random from the list so far, as already listed:
entry	structure	Granule exo inh	HTR2A ag	Cardio protect	N-glyco inh	hiPSC survival
41	O=C(O)CCC(=O)Nc1ccccc1C(=O)NCc1ccco1	-1	-1	-3	0	0.2
39	COc1ccc(CNC(=O)c2ccc(CS(=O)(=O)Cc3ccccc3F)o2)cc1	0	-3	-3	0	0.8
43	CC12CCC(c3c(CO)nn(-c4ccccc4)c31)C2(C)C (stereo not drawn)	15	0	-4	-2	1.3
35	NC(=O)C1CCCN(C(=O)c2ccc3oc(Cc4ccc(Cl)cc4)nc3c2)C1 (stereo not drawn)	-11	-2	2	2	-0.3

entry	MC4R antagonist	aDG glyco act	ABCB6 inh MLPCN	MC4R ag barr	ABHD5 PLIN5 PPI
41	10	-0.5	94	-1.3	6
39	15	-0.1	97	0.2	-1
43	0	-0.1	94	-0.6	3
35	1	-0.4	98	-0.6	5

The results go on:
entry	structure	Granule exo inh	HTR2A ag	Cardio protect	N-glyco inh	hiPSC survival
46	S=C(Nc1ccccc1Cl)N1CCC(c2ccccc2)C1 (stereo not drawn)	-4	1	-11	0	1.0
47	Cc1cccc(C(=O)NCC(c2ccco2)N(C)C)c1 (stereo not drawn)	2	-4	-1	-1	-0.5
48	Cn1ncc(Cl)c1C(=O)N1CCN(C(=O)c2ccco2)CC1	-2	4	7	0	-0.1
49	O=C(O)CCC1=C2c3ccccc3CCN2C(=O)CC1	11	5	3	3	16
50	CCOC(=O)C1(C)CCCN(C(=O)c2ccccc2C(F)(F)F)C1 (stereo not drawn)	-4	0	-1	1	3.0
51	C/C(=N/NC(=O)c1cc(-c2ccc(Br)s2)[nH]n1)c1ccco1	1	-2	-6	0	-0.3
52	CSCCC(NS(=O)(=O)c1cccc(C(F)(F)F)c1)C(=O)N(C)CCOc1ccc(Cl)cc1 (stereo not drawn)	14	-5	-6	-3	-0.6
53	COc1cc(OC)cc(C(=O)NCC(=O)Nc2ccc(-c3ccccc3)cc2)c1	34	-1	-4	19	-0.4
54	Cc1ccc2nc(NC(=O)CSCc3ccccc3)sc2c1	-4	9	-5	0	-0.9
55	CN(C)Cc1ccccc1COc1ccccc1	14	-8	6	0	-0.9

entry	MC4R antagonist	aDG glyco act	ABCB6 inh MLPCN	MC4R ag barr	ABHD5 PLIN5 PPI
46	21	0.3	99	-1.0	1
47	-1	0.5	103	-1.1	-7
48	4	0.0	97	-0.9	-8
49	3	0.0	104	2.7	-8
50	10	-0.1	97	1.6	5
51	-5	0.2	99	-2.4	1
52	18	0.4	97	2.6	-3
53	-1	-0.1	108	2.3	-4
54	-5	1.0	77	8.9*	0
55	9	0.2	103	-0.4	-6
